# ABHD5-PLIN5 inh: ABHD5-PLIN5 interaction inhibitors, primary screen, cell lysate, split luciferase complementation, luminescence; Perilipin-5 (Homo sapiens) + 1-acylglycerol-3-phosphate O-acyltransferase ABHD5 (Homo …; AID 602281, 2012; 360,000 tested, 0.78% active; inhibition, % at 4 µM; Split G. princeps luciferase complementation, 4 h;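 active = inhibition above the mean inhibition across every tested compound plus 3 SD, cut at about 22% in these data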;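 note: 0% = DMSO only wells and the 100% control is not disclosed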
# TLR9-MyD88 inh: inhibitors of TLR9-MyD88 association in cells, primary screen, cell-based, CHO, BLA complementation, fluorescence. CCF4 FRET ratio. inhibition, % at 4.98 µM. 340,000 tested, 0.21% active. AID 504734, 2011;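 active = inhibition above the mean over all tested compounds plus 3 SD, cut at about 21% in these data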;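 note: 0% = DMSO only wells and 100% = clavulanate BLA inhibitor control wells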
# Exocytosis inh: LAMP-1 surface exposure blockers, TALL-104 cells – cell-based, flow cytometry, MLPCN library, primary screen; TALL-104 LAMP-1 surface exposure; cells stimulated with thapsigargin and PMA; inhibition, % at 10 µM; 360,000 tested, 0.66% active;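 active = inhibition above about 55%, limit read from the data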
# NOD2 RIPK2 PPI: NOD2-RIPK2 binding disruptors in cells, primary screen, fluorescence, CHO cells, BLA complementation; CCF4 ratio; inhibition, % at 4.98 µM; 360,000 tested, 0.38% active; AID 624267, 2012; in the data active = inhibition above about 21%;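 note: 0% = vehicle only and 100% = reference blocker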
# Target sequence (O43353 whole entry, looked up): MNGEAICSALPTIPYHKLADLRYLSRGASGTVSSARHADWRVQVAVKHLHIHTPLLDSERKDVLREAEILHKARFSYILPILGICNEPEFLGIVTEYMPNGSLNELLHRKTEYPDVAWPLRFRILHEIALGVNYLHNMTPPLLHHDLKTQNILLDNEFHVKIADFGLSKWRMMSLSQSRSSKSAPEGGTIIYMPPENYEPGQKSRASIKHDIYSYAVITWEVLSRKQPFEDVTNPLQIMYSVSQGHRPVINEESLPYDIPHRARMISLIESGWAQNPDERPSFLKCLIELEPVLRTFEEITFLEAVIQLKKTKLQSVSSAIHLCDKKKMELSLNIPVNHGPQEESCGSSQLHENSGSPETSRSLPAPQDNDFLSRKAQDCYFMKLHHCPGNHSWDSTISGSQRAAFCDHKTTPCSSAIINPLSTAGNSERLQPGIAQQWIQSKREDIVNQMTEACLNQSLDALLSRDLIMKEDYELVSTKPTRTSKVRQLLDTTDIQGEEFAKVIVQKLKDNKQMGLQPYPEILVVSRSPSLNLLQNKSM
# MC4R antagonist: MC4R antagonists of cAMP signaling, primary screen, cell-based, TR-FRET, antagonist arm of biased-ligand search | Melanocortin receptor 4 (Homo sapiens), P32245 | MC4R-expressing cells, MTII-stimulated cAMP, LANCE TR-FRET | inhibition, % at 6.5 µM | 360,000 tested, 0.48% active | AID 540295, 2011;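 active = inhibition above its plate's cutoff, the mean of tested wells on that plate plus 3 SD, cut at about 29% in these data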;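 note: 0% = Melanotan II alone and 100% = Melanotan II plus saturating MCL0020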
# Target sequence (P32245 whole entry, looked up): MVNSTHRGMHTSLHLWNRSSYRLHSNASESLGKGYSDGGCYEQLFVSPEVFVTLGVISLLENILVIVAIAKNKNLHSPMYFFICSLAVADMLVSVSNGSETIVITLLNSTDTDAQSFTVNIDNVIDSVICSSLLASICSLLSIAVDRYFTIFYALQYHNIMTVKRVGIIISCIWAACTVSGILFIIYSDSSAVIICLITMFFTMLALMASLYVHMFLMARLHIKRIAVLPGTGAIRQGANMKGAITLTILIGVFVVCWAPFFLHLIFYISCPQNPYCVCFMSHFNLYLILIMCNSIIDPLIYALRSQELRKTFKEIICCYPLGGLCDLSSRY
#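 Material: U2OS-MC4R stable cell line | Reagent: Melanotan II challenge after compound preincubation | Doses: One concentration, 6.5 µM nominal | Incubation: 30-min compound preincubation, 1-h Melanotan II challenge, 1-h detection, room temperature | Signal: TR-FRET cAMP assay | Replicates: One well per compound, no replicates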
# Glyco luc inh: increase of ERlucT glycosylation luciferase signal, primary screen, N-linked glycosylation inhibitor project, D54 ERlucT cells, luminescence, set 2; D54 ERlucT glycosylation luciferase reporter, 24 h; percent of 100 nM tunicamycin response; reporter increase, % at 12.5 µM; 360,000 tested, 0.23% active;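 active = mean luciferase reporter signal, scaled so untreated is 0 and the glycosylation-blocking control 100, at or above a set limit in every replicate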;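 note: luciferase carries N-glycosylation sites so blocking glycosylation raises the light; 0% = median of neutral control wells and 100% = median of 100 nM tunicamycin wells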
# ABCB6 inh MLPCN: ABCB6 transporter inhibitors, primary screen, K562-ABCB6 cells, flow cytometry, MLPCN library | AID 602162, 2011 | ATP-binding cassette sub-family B member 6 (Homo sapiens), Q9NP58 | 360,000 tested, 0.19% active | fluorescence ratio to DMSO, % at 10 µM | K562-ABCB6 porphyrin accumulation, 1 h; hits give low values;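 active = fluorescence ratio to DMSO below 75%, the collection mean minus 3 SD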;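 note: signal is porphyrin accumulated inside mitochondria; 100% equals median channel fluorescence of DMSO control wells; lower ratio means ABCB6 inhibition with less porphyrin fluorescence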
# MC4R ag barr: MC4R agonists recruiting beta-arrestin, primary screen, cell-based, luminescence, agonist arm of biased-ligand search; Melanocortin receptor 4 (Homo sapiens), P32245; U2OS MC4R beta-arrestin complementation; percent of melanotan II response, DMSO zero; activation, % at 8.9 µM; 360,000 tested, 0.98% active; AID 540308, 2011;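 active = activation above a per-plate cutoff, the mean activation of sample wells on that plate plus 3 SD, cut at about 8% in these data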
# Vif imaging: HIV Vif self-association inhibitors, primary screen, imaging, HEK293T, single point; 340,000 tested, 0.35% active; HEK293T cells, Vif self-association by quenched fluorescence, 24 h; inhibition, % at 7.49 µM; AID 602346, 2012; in the data active = inhibition above about 50%, passing the limit was not always enough; note: some results filed as inactive read as strong as hits
# aDG glyco up: activators of alpha-DG glycosylation, primary screen, uHTS, Pro5-aDG cells, AlphaScreen; activation, % at 10 µM; 360,000 tested, 0.22% active; AID 624168, 2012; alpha-DG glycosylation AlphaScreen (IIH6); 0% Pro5, 100% B10-LARGE cell signal;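 active = activation of at least 8% versus controls, or a plate z-score of at least 8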;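 note: Pro5 are CHO cells carrying HIG-tagged alpha-DG that lacks glycosylation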
# Starred values were filed as active, the others as inactive; x = no result given. Some of the compounds tested, so the mix of outcomes need not match the whole.
SMILES | ABHD5-PLIN5 inh | TLR9-MyD88 inh | Exocytosis inh | NOD2 RIPK2 PPI | MC4R antagonist | Glyco luc inh | ABCB6 inh MLPCN | MC4R ag barr | Vif imaging | aDG glyco up
COC(=O)[C@@]12C[C@@H](CC(=O)NCCC(C)C)C(=O)N(CCc3ccc(OC)c(OC)c3)C1=CCC(C)(C)C2 | 0 | x | 10 | -5 | x | x | x | x | x | 0.0
O=C(COC(=O)Cc1ccc(Cl)cc1Cl)Nc1ccc(OC(F)F)cc1 | -5 | -8 | -5 | -3 | 0 | 2 | 93 | -0.3 | 4 | -0.2
CC(OC(=O)CNC(=O)c1ccc2ccccc2c1)C(=O)N(C)C1CCCCC1 (configuration not stated) | -4 | 9 | 8 | 6 | 18 | 0 | 97 | -0.5 | 15 | -0.2
CCOC(=O)c1c(C)[nH]c(C)c1C(=O)COC(=O)c1ccc(O)cc1 | -7 | -10 | -2 | -12 | 4 | 2 | 95 | 0.3 | -8 | -0.4
COc1ccc(N2CCN(C(=O)CCS(=O)(=O)c3ccc4c(c3)NC(=O)C(C)S4)CC2)cc1 (configuration not stated) | -6 | -13 | -5 | 3 | 5 | -2 | 92 | -3.0 | -9 | 1.1
O=c1oc2ccccc2c2c1C(O)CO2 (configuration not stated) | 6 | -12 | 6 | 9 | -2 | 7 | 102 | 0.5 | 4 | -0.2
c1ccc(-c2nnc(C(c3ccccc3)c3ccccc3)o2)cc1 | -15 | 4 | 7 | -1 | 0 | -2 | 97 | -0.2 | 4 | 0.0
O=S(=O)(c1ccc2nc(N3CCN(c4ccccc4)CC3)ccc2c1)N1CCCCC1 | 11 | -8 | 2 | -6 | 0 | 1 | 99 | 0.3 | 11 | -0.1
NC1=C(Br)C(=O)c2ccccc2C1=O | -8 | 3 | 12 | 1 | -28 | -11 | 97 | -0.7 | 10 | 3.9*
O=C(COc1ccc(Br)cc1)OCc1nnc(-c2ccccc2)o1 | -3 | -16 | -4 | -9 | 5 | 1 | 87 | -1.6 | 4 | -0.1
NC(=O)OCC(O)COc1ccc(Cl)cc1 (configuration not stated) | 4 | 0 | -1 | -4 | 9 | 0 | 101 | -0.9 | 5 | -0.2
CC(C)CN1CCNC(=O)C1CC(=O)N(C)CC1CCOCC1 (configuration not stated) | -4 | 4 | -4 | 3 | 5 | 1 | 101 | 0.2 | -1 | -0.2
CSc1ncccc1C(=O)Nc1ccc(S(=O)(=O)N2CCCC2)cc1 | -16 | 1 | -2 | -10 | 0 | -4 | 96 | 0.1 | 6 | -0.1
COc1cc2nc(CN(C)Cc3ccc(OC)c(OC)c3OC)[nH]c(=O)c2cc1OC | 3 | -6 | 1 | 4 | 21 | 3 | 100 | -3.6 | -4 | 0.0
O=C(O)CCn1c(C(=O)O)cc2sccc21 | 7 | 7 | -2 | -115 | -8 | -2 | 96 | 0.4 | 10 | 0.1
CCC1(c2ccc(C)cc2)NC(=O)N(CC(=O)Nc2cccc(S(=O)(=O)N3CCCC3)c2)C1=O (configuration not stated) | -5 | 14 | -1 | 5 | 1 | 2 | 98 | -0.5 | -4 | 0.1
Cc1ccc(-c2cc(C(=O)OCn3nnc4ccccc4c3=O)c3ccccc3n2)cc1 | 0 | 1 | -2 | -4 | 6 | -3 | 94 | -1.8 | -2 | -0.2
O=C(O)COc1ccccc1Cc1ccccc1 | 0 | 2 | 0 | 1 | 3 | 0 | 93 | 0.3 | -2 | 0.0
O=C(CSc1ccccn1)Nc1ccc2c(c1)OCCO2 | -7 | 3 | -8 | 6 | 0 | -5 | 102 | -3.1 | -3 | 0.1
COc1ccccc1CN(C)c1ccc(S(=O)(=O)N2CCN(C)CC2)cn1 | -1 | 2 | -1 | -3 | 5 | 0 | 93 | -3.5 | 0 | 0.0
CCOc1ccc(NC(=O)CN2C(=O)S/C(=C/c3cccn3C)C2=O)cc1 | 7 | -3 | -6 | -8 | -1 | 3 | 92 | 1.2 | 7 | 1.7
COc1ccc(NC(=S)N2CCN(Cc3ccco3)CC2)c(OC)c1 | 23* | -3 | -4 | 6 | 14 | 2 | 100 | 4.4 | 3 | 0.1
O=C(CSc1nc2ccccc2c(=O)n1-c1ccccc1)NCc1ccco1 | -7 | -5 | -4 | 1 | 5 | 0 | 96 | -2.4 | 1 | -0.2
COc1ccc(NC(=O)COC(=O)/C=C/c2cccs2)c(OC)c1 | 1 | -12 | -10 | -4 | 4 | 1 | 101 | 0.0 | 9 | -0.2
NC(=O)c1ccc(NC(=O)COC(=O)c2ccc3c(c2)OCCO3)cc1 | -3 | 5 | -3 | -3 | 20 | -1 | 95 | 0.0 | 32 | 0.1
COc1ccc(C2=NS(=O)(=O)N(C)C(C(=O)NCc3ccco3)=C2)cc1OC | 3 | -5 | -2 | 1 | 17 | 0 | 104 | 0.2 | x | 0.2
Cc1cc(C(=O)NCc2cccs2)ccc1[N+](=O)[O-] | -6 | 7 | 0 | -3 | 4 | 2 | 96 | -1.4 | x | -0.2
COc1cccc(-c2cc(C(=O)N3C(C)CCCC3C)no2)c1 (configuration not stated) | -5 | -8 | 1 | 6 | 4 | 0 | 77 | 2.3 | -7 | 0.1
O=C(CCNC(=O)c1ccc(Cl)cc1)Nc1ccc(S(=O)(=O)N2CCOCC2)cc1 | -7 | -7 | 8 | -1 | 8 | -1 | 95 | 1.6 | -9 | -0.4
Cc1cc(=O)[nH]c(N/N=C/c2ccc(OC(=O)c3ccco3)cc2)n1 | -1 | -1 | 1 | -2 | -9 | 2 | 99 | -3.2 | -12 | 0.1
O=C1NN(c2ccccc2)C(=O)/C1=C/c1ccc(Sc2cccc3ccccc23)o1 | -5 | -4 | 0 | -8 | 5 | 3 | 93 | 0.3 | -3 | -0.1
Cc1onc(-c2c(Cl)cccc2Cl)c1C(=O)c1c[nH]c(C(=O)NC2CC2)c1 | 0 | -5 | -1 | -2 | 13 | -1 | 94 | -1.5 | -7 | -0.1
COc1ccccc1C(=O)Nc1ccc(N2CCN(Cc3ccccc3)CC2)cc1 | 3 | -3 | -2 | -12 | 11 | -3 | 112 | 0.4 | x | 0.2
CC(C)C(NC(=O)c1ccccc1F)C(=O)Nc1ccc2c(c1)OCO2 (configuration not stated) | -5 | -10 | 2 | -9 | 15 | -1 | 96 | -2.7 | 1 | -0.2
COc1cc(C(=O)NC(=S)Nc2ccc3oc(=O)ccc3c2)cc(OC)c1OC | 3 | 3 | 13 | -6 | 18 | -1 | 96 | -1.1 | -1 | 0.1
COc1ccc2cc(S(=O)(=O)N3CCCCCC3)ccc2c1 | -7 | 6 | 1 | -3 | 6 | -2 | 88 | -1.1 | -6 | 0.1
Cc1ccc(-c2ccc(/C=N/N=C3/NC(=O)C(CC(=O)O)S3)o2)c([N+](=O)[O-])c1 (configuration not stated) | -11 | -8 | -3 | -2 | 7 | 4 | 99 | 1.2 | 2 | -0.2
Cc1cccc(OCC(=O)Nc2nc3ccc([N+](=O)[O-])cc3s2)c1C | 3 | 2 | 0 | -4 | 17 | 0 | 98 | 9.1* | 1 | -0.1
O=C1Nc2cccc3c2N(CCC3)C2=C1CCC2 | 6 | -12 | 2 | -6 | 30* | 1 | 107 | -0.3 | -9 | -0.4
O=C(NNC(=S)Nc1ccccc1)c1ccc2ncccc2c1 | -2 | -5 | 2 | 6 | 13 | 2 | 88 | -2.6 | 11 | 0.1
COc1ccc(C/C(N)=N/OC(=O)COc2ccccc2C)cc1 | 0 | 9 | -2 | 1 | -8 | 0 | 96 | 1.8 | -18 | 0.0
CN1CCN(CCCc2c3c(cc4c2CCC4)CCC3)CC1 | 2 | -2 | -1 | 0 | 1 | 2 | 98 | -2.6 | 0 | 0.1

# Molecules shown so far that contain a halogen, in the order listed:
SMILES | ABHD5-PLIN5 inh | TLR9-MyD88 inh | Exocytosis inh | NOD2 RIPK2 PPI | MC4R antagonist | Glyco luc inh | ABCB6 inh MLPCN | MC4R ag barr | Vif imaging | aDG glyco up
O=C(COC(=O)Cc1ccc(Cl)cc1Cl)Nc1ccc(OC(F)F)cc1 | -5 | -8 | -5 | -3 | 0 | 2 | 93 | -0.3 | 4 | -0.2
NC1=C(Br)C(=O)c2ccccc2C1=O | -8 | 3 | 12 | 1 | -28 | -11 | 97 | -0.7 | 10 | 3.9*
O=C(COc1ccc(Br)cc1)OCc1nnc(-c2ccccc2)o1 | -3 | -16 | -4 | -9 | 5 | 1 | 87 | -1.6 | 4 | -0.1
NC(=O)OCC(O)COc1ccc(Cl)cc1 (configuration not stated) | 4 | 0 | -1 | -4 | 9 | 0 | 101 | -0.9 | 5 | -0.2
O=C(CCNC(=O)c1ccc(Cl)cc1)Nc1ccc(S(=O)(=O)N2CCOCC2)cc1 | -7 | -7 | 8 | -1 | 8 | -1 | 95 | 1.6 | -9 | -0.4
Cc1onc(-c2c(Cl)cccc2Cl)c1C(=O)c1c[nH]c(C(=O)NC2CC2)c1 | 0 | -5 | -1 | -2 | 13 | -1 | 94 | -1.5 | -7 | -0.1
CC(C)C(NC(=O)c1ccccc1F)C(=O)Nc1ccc2c(c1)OCO2 (configuration not stated) | -5 | -10 | 2 | -9 | 15 | -1 | 96 | -2.7 | 1 | -0.2
